IMP-1 inh: blocks Pseudomonas aeruginosa IMP-1 metallo-beta-lactamase. purified IMP-1, nitrocefin hydrolysis, epi-absorbance fluorescence. actives 0.45% (n = 290,000). inhibition, % at 5.6 µM. AID 1556;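 active means inhibition above the mean plus 3 SD of all compounds in the same screening run, cut at about 4.5% in these data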;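 further: 0% = IMP-1 with DMSO and 100% = DMSO wells lacking enzyme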
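System – purified recombinant IMP-1 beta-lactamase · Input – IMP-1 dispensed at 0.2 nM · Timing – 15 min preincubation plus 25 min reaction at 25 °C · Signal – Epi-absorbance fluorescence, 480 nm excitation, 530 nm emission · Measure – percent IMP-1 inhibition derived from blank-referenced optical density · Controls – Enzyme-plus-DMSO low control, enzyme-free DMSO high control · Replication – singlicate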
VIM-2 inhibitor: blocks Pseudomonas aeruginosa VIM-2 metallo-beta-lactamase | inhibition, % at 5.6 µM | actives 0.89% (n = 290,000) | purified VIM-2, nitrocefin hydrolysis, epi-absorbance fluorescence;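 active means inhibition above the mean of all tested compounds plus 3 SD, cutoff set per screening run, cut at about 7.5% in these data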;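 further: red hydrolysis product quenches plate fluorescence so inhibitors raise well fluorescence; 0% = enzyme with DMSO and 100% = DMSO without enzyme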
HCV NS3 hel inh: inhibitors of Hepatitis C virus NS3 helicase; NS3 helicase DNA unwinding, Cy5 molecular beacon fluorescence; inhibition, % at 10.9 µM; actives 0.56% (n = 290,000); AID 1800;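 active means inhibition above the mean of all tested compounds plus 3 SD, set per campaign, cut at about 35% in these data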;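 further: 0% = DMSO wells and 100% = thioflavine S control wells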
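test system = hepatitis C virus NS3 helicase domain fragment enzyme | reagent = annealed dual-labelled DNA beacon duplex, ATP-started | times = 1 h at 25 °C | detection = Cy5 fluorescence, 0 and 60 min reads | read-out basis = percent inhibition from t60/t0 fluorescence ratio | control set = DMSO and thioflavine S | replication = one well per compound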
pCIP destab: p/CIP protein destabilization | F442A p/CIP-EGFP cells, EGFP fluorescence, 16 h | decrease of EGFP signal, % at 10 µM | actives 0.01% (n = 290,000) | AID 1984;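 active means EGFP signal decrease of at least 30% at 10 µM or well 3 SD below plate mean, unless failing retest; inactive means the rest, including hits failing retest or dose response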; further: some compounds called inactive have numbers as strong as hits; many of its hits are not listed in these tables
UBC9 SUMO inh: SUMOylation inhibition | P63279 | HTRF SUMOylation assay, SAE1/SAE2 + UBC9, in vitro | inhibition, % at 35 µM | actives 0.36% (n = 290,000) | AID 2006; in the data active means inhibition above about 50%, passing the limit was not always enough; further: strong numbers were not always called active
Target sequence (P63279 whole entry, looked up): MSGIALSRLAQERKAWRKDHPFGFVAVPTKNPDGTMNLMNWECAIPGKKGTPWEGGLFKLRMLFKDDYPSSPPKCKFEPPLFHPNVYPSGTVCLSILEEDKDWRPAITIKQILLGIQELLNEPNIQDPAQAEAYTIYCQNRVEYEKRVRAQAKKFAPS
IDE cell activ: activators of human insulin-degrading enzyme in cells; P14735; HEK cells, FAbeta-B cleavage, fluorescence polarization; 0% vehicle, 100% cell-free pure enzyme wells; activation, % at 5.96 µM; actives 0.073% (n = 340,000); AID 493087;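 active means activation above the mean of all tested compounds plus 3 SD, set per screening campaign, cut at about 17% in these data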
DNA FID counter: fluorescent intercalator displacement, NS3 helicase counter-screen; AID 1845; actives 0.17% (n = 290,000); inhibition, % at 7.9 µM; DNA fluorescent intercalator displacement, fluorescence; in the data active means inhibition above about 37%;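 further: 0% = vehicle and 100% = reference compound; higher means more ethidium bromide displaced from hairpin DNA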
IDE inh: inhibitors of human insulin-degrading enzyme in cells | P14735 | HEK cells, FAbetaB cleavage, fluorescence polarization | inhibition, % at 5.59 µM | actives 0.41% (n = 320,000);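 active means percent inhibition above the average of all tested compounds plus 3 SD, set per screening campaign, cut at about 16% in these data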;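 further: IDE supplied by intact live HEK cells; FP after avidin binding of uncleaved biotin substrate so inhibition keeps polarization high; 0% = DMSO wells and 100% = 60 µM reference IDE inhibitor Ii1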
M18AAP inhibitor: blocks P. falciparum M18 aspartyl aminopeptidase; recombinant PfM18AAP, H-Glu-NHMec fluorogenic cleavage; actives 1.2% (n = 290,000); AID 1822; inhibition, % at 7.35 µM;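 active means inhibition above the campaign mean inhibition over all tested compounds plus 3 SD, cut at about 28% in these data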;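 further: 0% = plate median of test compound wells and 100% = 2 mM ZnCl2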
Active calls of the source: *; · = not tested or not shown.

Below each compound – IMP-1 inh, VIM-2 inhibitor, HCV NS3 hel inh, pCIP destab, UBC9 SUMO inh, IDE cell activ, DNA FID counter, IDE inh, M18AAP inhibitor
CN1/C(=C/c2cccc[n+]2CCO)Sc2ccccc21
    0.3, -0.4, 13, 2, 5, -5, 1, 12, -6
O=C(COc1ccccc1Cl)Nc1ccccc1C(=O)N1CCOCC1
    -2.4, -1.7, -3, -2, 8, 3, -11, -3, -9
O=C(CSc1nc2ccccc2c(=O)n1NC(=O)Cc1ccccc1)NCc1ccco1
    -1.2, -1.8, 5, 13, -7, -4, -4, -7, 6
CCc1ccc(C(=O)OCC(=O)NCC(F)(F)F)cc1
    -1.7, -1.0, 14, 12, 12, 4, -3, 1, -1
C[C@@H]1CC[C@@]2(OC1)O[C@H]1C[C@H]3[C@@H]4CC=C5C[C@@H](O)[C@H](O)C[C@]5(C)C4CC[C@]3(C)[C@H]1[C@@H]2C (stereo partly specified)
    -4.1, -1.8, 12, -8, -23, -4, -11, -2, -13
O=[N+]([O-])/C(=C\Nc1ccc(F)cc1F)S(=O)(=O)c1ccccc1
    -1.2, -1.0, 7, -3, 21, -1, -4, 1, -1
Cc1ccc(C(=O)Nc2cccc(NC(=O)c3ccc(C)o3)n2)o1
    0.1, -0.9, 0, 2, -4, 5, -18, 4, -3
C=CCSc1nc(C)c2cc(C)cc(C)c2n1
    -1.5, -2.9, 3, -16, 29, 7, 0, 6, -3
COc1ccc(CN2CC(=O)N(c3ccc(C)cc3)C2=S)cc1OC
    -0.8, -4.8, 8, -7, -4, -3, -16, 9, 13
O=C1N=C(N2CCN(c3ccccc3)CC2)S/C1=C\c1cn[nH]c1-c1ccccc1
    -3.5, -0.2, 6, 8, -3, -13, -11, 9, 4
COc1ccc(CCn2c(S)nc3ccccc3c2=O)cc1
    -0.8, 0.3, -17, -6, 11, -6, -4, 3, -2
CCOC(=O)CNc1c(-c2ccc(Cl)cc2)nc2cnccn12
    -1.3, -2.9, 8, 7, 48, -3, -14, -4, -3
O=C(CCCN1C(=O)c2ccccc2C1=O)Nc1ccccc1C(=O)N1CCOCC1
    -1.3, -0.6, 7, 1, 0, 5, -2, -1, 8
CCOC(=O)CC1COc2ccccc2N1C(=O)c1ccc(F)cc1 (stereo unspecified)
    -1.7, -3.8, -13, 6, 8, 4, -24, -1, 3
CCOc1ccc(NC(=O)CN(C)C(=O)c2cccnc2Sc2ccc(C)c(C)c2)cc1OCC
    1.5, 0.9, 7, -2, -17, 2, -27, 2, 8
Cn1c(=O)n(C)c2cc(/C=N/NC(N)=S)ccc21
    -3.0, 2.9, -1, 8, 11, 8, -2, 5, 9
O=C(CCCc1ccccc1)NCc1ccc(F)cc1
    -3.0, 0.7, -2, 3, 3, 7, -1, -3, 3
O=C(NCN1CCOCC1)c1cnccn1
    -1.2, -1.7, -5, -2, -2, 6, -6, 2, 2
CN(c1ccccc1C(=O)Nc1cccnc1)S(C)(=O)=O
    -2.7, -3.4, 0, -3, -5, 2, 2, 6, 0
C=CCn1c(SCC(=O)c2c(N)n(C)c(=O)n(C)c2=O)nc2sc(C)c(C)c2c1=O
    -4.0, -0.2, 0, -21, -21, -2, -1, 4, -1
COC(=O)c1cc2occc2n1Cc1cccc(C)c1
    -2.7, -4.7, 3, -15, -2, 5, -9, 4, -7
CC(C)NC(=S)N1CCN(S(=O)(=O)c2cccc(C(F)(F)F)c2)CC1
    -0.2, 1.6, 13, 2, -17, 5, -14, -4, -14
CCC1(c2ccc(F)cc2)NC(=O)N(CC(=O)Nc2ccccc2Cl)C1=O (stereo unspecified)
    0.6, -3.4, 6, -2, 27, 1, -17, 1, -8
COc1c(C(=O)NNC(=O)c2ccccc2)csc1Br
    -0.5, -1.7, -7, -17, 5, 2, -2, -5, -1
Cc1ccccc1N(CC(=O)NC(C)(C)C)C(=O)CS(=O)CC(=O)Nc1ccc2c(c1)OCO2 (stereo unspecified)
    -2.2, -1.5, 1, 1, 1, -2, -22, 3, -12
COc1ccc(C2NC(=S)NC(O)(C(F)(F)F)C2C(=O)c2cccs2)cc1 (stereo unspecified)
    -0.5, -1.9, 9, -8, -9, -7, -3, 1, 9
COc1cccc(N2C(=NC(=O)C3CCCO3)SC3CS(=O)(=O)CC32)c1 (stereo unspecified)
    -2.5, -3.5, 4, -20, 11, 1, -6, 5, -1
CCOC(=O)N1CCN(c2cc(=O)n(-c3cccc(Br)c3)c(=O)[nH]2)CC1
    -3.9, -5.5, 3, -3, 20, 2, -11, 1, 4
CC(=O)OC1CC(c2cc(C(C)(C)C)c(O)c(C(C)(C)C)c2)=NO1 (stereo unspecified)
    -1.9, -3.2, -9, -2, -6, -1, -30, 6, 4
C[C@@H](NC(=O)[C@@H]1Cc2ccccc2CN1C(=O)OC(C)(C)C)C(=O)NCC1CCCO1 (stereo partly specified)
    -1.2, -1.3, 6, 1, -2, 5, -30, -1, -7
CC(C)OP(=O)(OC(C)C)C(O)c1cccc([N+](=O)[O-])c1 (stereo unspecified)
    -2.6, -1.6, 5, -1, -10, 2, -1, 6, -3
Cc1cc2nnc(SCC(=O)NCC3CCCO3)n2c2ccccc12 (stereo unspecified)
    -2.7, 0.1, -13, -2, 23, 5, -13, 4, 0
Cc1cc(Nc2cccc(F)c2)n2nc(C)nc2n1
    -3.2, 3.9, 5, -4, -5, 4, 1, -1, 5
Cc1cc(=O)n2nc(N3CCC(C(=O)NCc4ccc(F)cc4)CC3)sc2n1
    0.3, -3.8, 3, 4, 1, 5, -26, 1, -6
COc1ccc(-c2cc(C(=O)O)sc2C)cc1
    -3.2, -2.5, 5, 11, -23, 5, 2, 5, -5
Cc1cccc(NC(=O)c2ccccc2OCC(=O)c2ccccc2)c1
    -2.8, 0.2, 1, 1, -24, 5, -1, 4, 1
CCOCCc1nnc(NC(=O)c2cccc(F)c2)s1
    -1.0, 3.6, 2, -4, 10, 0, -6, 0, -1
C/C(=N\NC(=O)c1cccc(S(=O)(=O)N2CCOCC2)c1)c1ccc(C#N)cc1
    -1.2, -1.1, 5, -12, 18, 8, -9, 1, 8
C/C(CC(=O)N1CCCC1)=N\NC(=O)c1cc2ccccc2cc1O
    -5.1, -3.4, 45*, -11, -3, 7, -24, -2, 5
CCC(NC(=O)c1ccccc1NC(=O)c1ccccc1)C(=O)NNC(=O)c1cccnc1 (stereo unspecified)
    -2.8, -4.3, -1, -10, 1, 5, -10, -9, -8
Cc1nc2ccccc2c(=O)n1NC(=O)c1cccc(Cl)c1
    -0.8, -1.0, 3, 0, -2, 3, -2, 4, -4
O=C(Nc1cccc(NC(=O)c2ccc(-c3cccc(Br)c3)o2)c1)c1ccco1
    0.3, -2.8, -23, 16, 13, 4, -17, 5, -15
Cn1c(SCC(=O)NCc2ccc3c(c2)OCO3)nnc1C1COc2ccccc2O1 (stereo unspecified)
    -0.6, -3.5, -10, -22, 8, 3, -19, -1, -1
Cc1ccc(-c2cc(-c3ccc4c(c3)OCO4)c(C#N)c(N)n2)o1
    -0.6, -5.3, 16, -13, 6, -2, -10, 8, 8
CCOc1cccc(C(=O)Nc2cccc(C(=O)NC(C)(C)C)c2)c1
    0.0, -3.0, 11, 6, 8, -2, -25, -1, -6
CCCCC(=O)Nc1ccc(C(=O)NCCCn2ccnc2)cc1
    -2.1, -3.7, -4, -3, -12, -5, -3, 1, -8
CCCCC(=O)Nc1ccc(N2CCCC2)cc1
    -2.7, -2.7, -53, ·, ·, 6, -1, 0, 4
COc1ccc(CNC(=O)COc2ccc(S(=O)(=O)NC(C)C)cc2)cc1
    -3.3, -1.0, 4, -12, 17, 4, -15, 3, -5
Fc1ccc2nc(N3CCCCC3)sc2c1
    -1.7, 1.4, 2, 2, -5, 4, -1, -5, -4
O=C(Cc1c(F)cccc1Cl)Nc1nc2ccccc2s1
    -3.2, -2.0, -11, -3, 7, -2, 1, 4, 4

Other compounds.
Below each compound – IMP-1 inh, VIM-2 inhibitor, HCV NS3 hel inh, pCIP destab, UBC9 SUMO inh, IDE cell activ, DNA FID counter, IDE inh, M18AAP inhibitor
CC(C)NC(=O)NC(=O)COc1ncnc2sccc12
    -0.2, 1.9, 7, 8, 14, 1, -1, 3, 2
Cc1nn(CC(=O)OCCOc2ccc(Br)cc2)c(C)c1[N+](=O)[O-]
    -0.7, 1.7, 4, 4, -4, 4, 1, -5, -15
COCCC1CCCCN1C(=O)c1ccc2nc(Cc3ccccc3F)oc2c1 (stereo unspecified)
    -3.1, -4.4, -3, -12, 12, 4, -45, 5, -8
Cc1ccc(S(=O)(=O)Nc2ccc(NC(=O)CN3CCCCC3)cc2)cc1
    -0.5, -2.0, -2, -2, -2, 6, 4, 3, -9
O=C(NCC1CCCO1)/C(=C\c1ccco1)NC(=O)c1ccccc1 (stereo unspecified)
    -1.8, 0.8, 7, -9, 10, 10, -2, 5, 3
Cc1ccc(S(=O)(=O)NCCC(=O)Nc2nccs2)cc1
    -3.2, 0.6, -9, 3, -7, 2, -2, 0, -15
CC(=O)Oc1cc2c(cc1Cl)C1(CC(c3ccccc3Cl)O2)CC(C)(C)NC(=S)N1 (stereo unspecified)
    -3.2, -1.6, 4, 3, 8, -1, -5, -1, -10
N#C/C(=C(/O)COC(=O)Cc1c[nH]c2ccccc12)c1nc2ccccc2[nH]1
    -3.6, 0.6, 6, 3, -9, 7, -8, -1, 14
CCOc1cc(C(=S)N2CCN(C)CC2)ccc1OCC(=O)N1CCCC1
    -0.1, 3.8, 3, -17, 19, 4, -6, -2, -2
CC1CCCC(C)N1c1nnc(N)s1 (stereo unspecified)
    -2.9, -1.4, 11, -4, -10, 7, -4, -1, -5
Cc1cc(C(F)F)n2nc(C(=O)Nc3sc4c(c3C#N)CCC4)nc2n1
    -3.5, -2.3, -6, -5, 7, 6, -1, 6, -6
CC1CCCN(C(=O)c2ccc3c(c2)OCO3)C1 (stereo unspecified)
    0.1, -0.3, 2, 0, -6, 5, -4, 6, -7
CC1Cc2ccccc2N1C(=O)CSc1nnc(-c2ccc(S(=O)(=O)N3CCOCC3)cc2)n1C (stereo unspecified)
    -1.8, -5.0, 1, 10, -8, -1, -37, 2, 4
CCCCn1c(-c2cc(Cl)ccc2OC)n[nH]c1=S
    -3.0, 1.3, -3, -14, 10, -19, -22, -1, 16
COC(=O)c1cc(C)sc1NC(=O)c1cccnc1
    -5.5, 0.0, 0, -3, 11, -8, -4, -2, -8
CCSc1ccc(/C(N)=N/OC(=O)c2cccs2)cn1
    -2.6, 0.8, -7, -10, -2, 4, -7, -1, -7
O=C(N/N=C/c1cccc2ccccc12)c1ccccc1Cl
    -2.5, -0.2, -19, 14, -30, 0, -14, ·, -2
CC1CCCN(CCCOc2ccc([N+](=O)[O-])cc2)C1 (stereo unspecified)
    -2.0, -3.8, 5, 1, 13, 2, 16, 0, 12
COC(=O)c1nc(N)sc1C
    -1.2, -3.5, -4, -9, 12, 5, -1, -10, -8
Cc1ccc(-c2csc3ncnc(SCC(=O)NCc4ccc5c(c4)OCO5)c23)cc1
    -4.0, -3.9, 8, -10, -45, 6, -6, -5, -21
Cc1c(Cl)c([N+](=O)[O-])nn1CCCC(=O)Nc1cc(Cl)ccc1Cl
    -3.6, -3.1, 7, -4, -12, 2, 5, 0, -7

Screening data from PubChem BioAssay.
